Bioassay records deposited in PubChem by several laboratories.
NOD2-RIPK2 inh – inhibitors of human NOD2-RIPK2 interaction; CHO BLA complementation NOD2-RIPK2, CCF4 ratio; inhibition, % at 4.98 µM; 0.38% of 360,000 active; AID 624267; in the data active = inhibition above about 21%;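 note: 0% = vehicle only and 100% = reference blocker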
Target sequence (O43353 whole entry, looked up): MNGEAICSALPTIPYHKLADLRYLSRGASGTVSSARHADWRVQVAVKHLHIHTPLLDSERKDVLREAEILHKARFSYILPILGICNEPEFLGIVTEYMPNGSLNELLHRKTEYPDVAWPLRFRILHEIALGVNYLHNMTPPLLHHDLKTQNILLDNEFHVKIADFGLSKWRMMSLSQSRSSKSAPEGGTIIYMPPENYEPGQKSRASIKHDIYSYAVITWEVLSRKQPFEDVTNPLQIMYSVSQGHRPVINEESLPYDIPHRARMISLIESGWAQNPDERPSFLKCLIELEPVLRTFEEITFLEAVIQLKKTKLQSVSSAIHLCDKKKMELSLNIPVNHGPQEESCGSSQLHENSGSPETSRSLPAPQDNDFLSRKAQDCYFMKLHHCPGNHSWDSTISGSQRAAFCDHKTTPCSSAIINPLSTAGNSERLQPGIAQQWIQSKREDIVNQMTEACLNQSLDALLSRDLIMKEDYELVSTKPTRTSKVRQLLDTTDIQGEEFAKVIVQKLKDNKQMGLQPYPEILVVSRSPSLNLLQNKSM
TLR9-MyD88 inh – inhibitors of human TLR9-MyD88 binding; AID 504734; CHO BLA complementation TLR9-MyD88, CCF4 FRET ratio; Q9NR96+Q99836; inhibition, % at 4.98 µM; 0.21% of 340,000 active;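 active = inhibition above the mean over all tested compounds plus 3 SD, cut at about 21% in these data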;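 note: 0% = DMSO only wells and 100% = clavulanate BLA inhibitor control wells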
SRC2 inh – inhibits human steroid receptor coactivator 2; HEK293 GAL4-SRC2 luciferase reporter, luminescence; inhibition, % at 9 µM; 0.17% of 370,000 active; AID 651957;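 active = inhibition above the mean inhibition of all tested compounds plus 3 SD, set per campaign, cut at about 52% in these data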;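 note: 0% = DMSO treated cells and 100% = cells given Gossypol at 36 µM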
Granule exo inh – lytic granule exocytosis inhibition; TALL-104 LAMP-1 surface exposure, flow cytometry; cells stimulated with thapsigargin and PMA; 0.66% of 360,000 active; inhibition, % at 10 µM;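 active = inhibition above about 55%, limit read from the data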
NCOA1 inh – inhibitors of human steroid receptor coactivator 1 (SRC1); HEK293 GAL4-SRC1 luciferase reporter, luminescence; 0.12% of 360,000 active; inhibition, % at 3.6 µM; Q15788;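 active = inhibition above the campaign mean plus 3 SD, with each screening campaign given its own cutoff, cut at about 60% in these data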;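 note: 0% = DMSO treated cells and 100% = gossypol at 36 µM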
ABHD5 PLIN5 PPI – inhibitors of human ABHD5-perilipin-5 interaction; Split G. princeps luciferase complementation, luminescence, 4 h; inhibition, % at 4 µM; Q00G26+Q8WTS1; 0.78% of 360,000 active;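 active = inhibition above the mean inhibition across every tested compound plus 3 SD, cut at about 22% in these data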;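 note: 0% = DMSO only wells and the 100% control is not disclosed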
TWEAK-Fn14 inh – blocks TWEAK-Fn14 interaction in a reporter cell assay. inhibition, % at 10 µM. AID 1159606. 2% of 360,000 active. TWEAK-stimulated Fn14 reporter cells, luciferase luminescence, 8 h; in the data active = inhibition above about 50%
NR2F2 inh – inhibitors of human COUP-TFII (NR2F2); P24468; HEK293T NGFI-A luciferase reporter, luminescence; inhibition, % at 8.6 µM; 0.7% of 370,000 active; AID 686940;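 active = inhibition above a per-plate cutoff, mean inhibition of test wells between control levels plus 3 SD, cut at about 38% in these data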;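 note: cells cotransfected with COUP-TFII expression vector driving the NGFI-A reporter; 0% = median of COUP-TF2 test wells and 100% = reporter-only cells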
LRH-1 inv ag – suppresses constitutive activity of human LRH-1; O00482; HEK293T StAR-luciferase reporter, LRH-1 transfected, 24 h; inhibition, % at 3.6 µM; 0.13% of 360,000 active; AID 602396;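 active = inhibition above the mean inhibition of all tested compounds plus 3 SD, cut at about 73% in these data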;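 note: 0% = DMSO wells and 100% = reporter-only cells lacking LRH-1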
Target sequence (O00482 whole entry, looked up): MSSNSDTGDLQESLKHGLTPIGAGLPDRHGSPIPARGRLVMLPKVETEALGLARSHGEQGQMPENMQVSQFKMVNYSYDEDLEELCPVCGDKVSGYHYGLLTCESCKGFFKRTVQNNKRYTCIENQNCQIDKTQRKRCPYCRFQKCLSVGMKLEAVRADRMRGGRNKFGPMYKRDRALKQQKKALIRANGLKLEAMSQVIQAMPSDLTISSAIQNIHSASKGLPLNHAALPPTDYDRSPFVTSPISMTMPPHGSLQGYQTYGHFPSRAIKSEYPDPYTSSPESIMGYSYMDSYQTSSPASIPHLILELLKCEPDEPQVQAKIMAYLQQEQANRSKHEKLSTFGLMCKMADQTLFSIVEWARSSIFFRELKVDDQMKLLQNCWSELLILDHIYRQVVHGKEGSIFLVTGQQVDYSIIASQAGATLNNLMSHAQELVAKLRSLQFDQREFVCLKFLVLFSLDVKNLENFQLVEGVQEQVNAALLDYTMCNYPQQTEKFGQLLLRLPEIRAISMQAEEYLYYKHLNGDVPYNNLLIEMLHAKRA
NCOA3 inh – inhibitors of human steroid receptor coactivator 3 (SRC3). inhibition, % at 3.6 µM. 0.17% of 360,000 active. HEK293 GAL4-SRC3 luciferase reporter, luminescence. AID 588352. Q9Y6Q9;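 active = inhibition above a per-campaign cutoff, the mean of all compounds plus 3 SD, cut at about 60% in these data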;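 note: 0% = DMSO-treated cells and 100% = gossypol-treated cells at 36 µM; higher means less SRC3-driven luciferase light from the GAL4 reporter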
TROY signal inh – blocks TROY-dependent signaling in reporter cells; Q293 LMP1-TROYcd NF-kB luciferase reporter, 4 h; inhibition, % at 10 µM; 0.98% of 360,000 active; AID 1347056;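 active = compounds whose plate-normalised and pattern-corrected inhibition of the luciferase reporter signal at the single screening dose is 50% or more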
An asterisk follows results filed as active; / = not tested or not shown. Some of the compounds tested; count on the stated rates, not on these rows.

Values run as follows: NOD2-RIPK2 inh, TLR9-MyD88 inh, SRC2 inh, Granule exo inh, NCOA1 inh, ABHD5 PLIN5 PPI, TWEAK-Fn14 inh, NR2F2 inh, LRH-1 inv ag, NCOA3 inh, TROY signal inh
CC1CCN(C(=O)c2[nH]cnc2C(=O)N[C@@H](C)c2ccccc2)CC1
  8, 4, -29, -4, 10, -1, 5, -5, -7, -2, -18
CC(C)CN1C(=O)C(=O)N(CC(=O)Nc2cc(Cl)ccc2Oc2ccccc2)C1=O
  -5, -5, 20, -2, 15, 3, 26, -1, -15, 19, -6
Cc1ccc(S(=O)(=O)NNC(=O)C2CCN(S(=O)(=O)c3ccc(C)cc3)CC2)cc1
  0, 6, -15, 0, 13, 6, -11, 2, 17, 30, -47
COc1cc2ccccc2cc1C(=O)Nc1ccc2oc(=O)ccc2c1
  1, -9, -33, -5, 11, 7, -7, -3, -1, -26, -11
COc1ccc(S(=O)(=O)N2CN(Cc3ccco3)c3nc4ccccc4nc32)cc1
  7, 6, 8, -1, -15, 18, 16, 10, -7, -22, -5
CCOCCn1c(C)c(C(=O)OCC)c2cc(O)c3ccccc3c21
  6, 0, 19, -4, -6, -19, -25, -28, 0, 2, -3
CCOc1cc2c(cc1OCC)C(c1ccccc1OC)OC(=O)C2 (stereo unspecified)
  -10, -9, -11, -3, 2, 5, 2, 1, 13, 13, -4
Cc1ccc(S(=O)(=O)CC(=O)Nc2ncc([N+](=O)[O-])s2)cc1
  -7, 1, 0, 18, -3, 0, 5, 2, 2, -23, -11
CC(C)C(c1nnnn1Cc1ccc(F)cc1)N1CCN(Cc2ccc3c(c2)OCO3)CC1 (stereo unspecified)
  -6, 9, 10, 19, 8, 0, 18, 1, 21, -6, 17
N#Cc1nc(-c2cccs2)oc1N1CCN(Cc2ccccc2)CC1
  0, -4, 12, 4, 7, -11, 12, 6, -7, -8, -13
C#CCn1c(=NC(=O)c2cccs2)sc2cccc(OCC)c21
  -10, 6, -7, -6, -42, -1, -7, 4, 21, -2, -10
CCC(C)(NC(=O)c1ccccn1)C(=O)NC1CCCCC1 (stereo unspecified)
  -2, 10, -20, 6, 4, -4, -3, 18, -11, 18, 9
O=C(Nc1cc(S(=O)(=O)N2CCCC2)ccc1OCC(F)(F)F)c1ccncc1
  -4, -1, 2, -4, -7, -14, 7, -9, 3, -3, -6
O=C1C(=Cc2cn(-c3ccccc3)nc2-c2ccc(OCc3ccccc3F)cc2)SC(=S)N1CCS(=O)(=O)O
  -1, /, 15, -1, 4, 2, 18, -1, 12, 0, 14
O=C(CCN1C(=O)C2C3C=CC(C3)C2C1=O)Oc1ccc2ccccc2c1 (stereo unspecified)
  11, -4, 1, 46, 3, -6, 2, -5, 3, 1, -14
CCCc1cc(=O)oc2cc(C)cc(OC(C)C(=O)NCC3CCC(C(=O)O)CC3)c12 (stereo unspecified)
  6, -11, -1, -2, -25, -2, 20, 6, 0, 9, -2
CC(C)c1nc(SCC(=O)Nc2c[nH]c(=O)[nH]c2=O)c2cnn(-c3ccccc3)c2n1
  -5, 2, -13, 0, -3, 2, 20, 23, 19, 2, 2
CC(Nc1ccc(Br)cc1)C(=O)NC(=O)NC1CCCCC1 (stereo unspecified)
  -9, -10, -19, -2, 6, -4, -4, -4, -9, 1, -10
CC(C)(C)NC(=S)N/N=C\c1ccc(-c2ccc([N+](=O)[O-])cc2)o1
  43*, /, -8, -13, -12, -3, 13, -4, -55, -54, 9
CC(NC(=O)Nc1ccc(F)cc1)c1ccc2c(c1)OCO2 (stereo unspecified)
  -1, 0, 0, -3, -8, 7, -22, 3, 3, 13, -4
Cc1c(C)n(Cc2ccccc2)c2ncnc(NCCCO)c12
  -3, -7, -26, -1, 12, 0, -4, -6, 7, -1, -1
O=C(NC(=S)Nc1ccc(NC(=O)c2ccccc2)cc1)c1ccc(F)cc1
  -3, 6, -23, -10, -12, 0, -36, -6, 12, 10, 4
Cc1cc(C)cc(-c2nnc(SCC(=O)c3c(N)n(C4CC4)c(=O)[nH]c3=O)o2)c1
  3, -4, -11, -4, 4, 4, -13, 16, 25, 8, -22
O=C(O)CNC(=O)c1ccc(NC(=O)/C(=C/c2cccc([N+](=O)[O-])c2)NC(=O)c2ccco2)cc1
  3, -2, 4, 3, 0, -4, -1, 10, -10, -1, 15
O=C(Nc1ccno1)Nc1ccc(Cl)cc1Cl
  6, -4, -26, -7, -34, -1, 3, -10, -52, -23, 20
COc1ccc(-c2nc(SCc3ccc(C#N)cc3)[nH]c(=O)c2C#N)cc1
  -8, 0, -11, 2, 4, 3, -6, -4, -9, -13, 25
Cn1c(CSc2ccccc2)c(C#N)c2ccccc21
  -3, -3, -40, 0, -62, -2, -7, -26, -80, -41, -58
CNC(=O)C1CC(=O)N(Cc2ccc(OC)c(OC)c2)C(=Nc2ccc(OC)cc2)S1 (stereo unspecified)
  -2, 2, 7, -1, -6, -1, -8, -4, 15, -14, -10
COc1ccc(CCNc2nc3c(c(=O)n(C)c(=O)n3C)n2C)cc1OC
  -17, 3, -2, -7, 0, 10, 9, 0, 10, -6, -15
C=CCOc1c(Cl)cc(Cl)cc1S(=O)(=O)NCCO
  -10, 5, -9, -12, -5, -1, -6, -1, 9, 12, -16

Profiles, looked up by structure. Values in the order: NOD2-RIPK2 inh	TLR9-MyD88 inh	SRC2 inh	Granule exo inh	NCOA1 inh	ABHD5 PLIN5 PPI	TWEAK-Fn14 inh	NR2F2 inh	LRH-1 inv ag	NCOA3 inh	TROY signal inh
Cc1ccc(S(=O)(=O)NNC(=O)C2CCN(S(=O)(=O)c3ccc(C)cc3)CC2)cc1 as listed: 0	6	-15	0	13	6	-11	2	17	30	-47
CC(NC(=O)Nc1ccc(F)cc1)c1ccc2c(c1)OCO2 (stereo unspecified) as listed: -1	0	0	-3	-8	7	-22	3	3	13	-4
O=C(NC(=S)Nc1ccc(NC(=O)c2ccccc2)cc1)c1ccc(F)cc1 as listed: -3	6	-23	-10	-12	0	-36	-6	12	10	4

Given as labelled records: part of the list above
COc1ccc(CCNc2nc3c(c(=O)n(C)c(=O)n3C)n2C)cc1OC
  NOD2-RIPK2 inh: -17 | TLR9-MyD88 inh: 3 | SRC2 inh: -2 | Granule exo inh: -7 | NCOA1 inh: 0 | ABHD5 PLIN5 PPI: 10 | TWEAK-Fn14 inh: 9 | NR2F2 inh: 0 | LRH-1 inv ag: 10 | NCOA3 inh: -6 | TROY signal inh: -15
C=CCOc1c(Cl)cc(Cl)cc1S(=O)(=O)NCCO
  NOD2-RIPK2 inh: -10 | TLR9-MyD88 inh: 5 | SRC2 inh: -9 | Granule exo inh: -12 | NCOA1 inh: -5 | ABHD5 PLIN5 PPI: -1 | TWEAK-Fn14 inh: -6 | NR2F2 inh: -1 | LRH-1 inv ag: 9 | NCOA3 inh: 12 | TROY signal inh: -16

Continuation.
| SMILES | NOD2-RIPK2 inh | TLR9-MyD88 inh | SRC2 inh | Granule exo inh | NCOA1 inh | ABHD5 PLIN5 PPI | TWEAK-Fn14 inh | NR2F2 inh | LRH-1 inv ag | NCOA3 inh | TROY signal inh |
| --- | --- | --- | --- | --- | --- | --- | --- | --- | --- | --- | --- |
| CCC(=O)Nc1ccc2c(c1)ncn2-c1ccccc1OC | 2 | -6 | 8 | -1 | -8 | -1 | -4 | -19 | -1 | 5 | -2 |
| O=C(O)c1cccc2c1C(=O)N(Cc1ccncc1)C2 | -8 | -5 | 2 | -3 | -2 | 1 | 13 | 13 | 3 | 8 | 13 |
| CN(C)/C=N/S(=O)(=O)c1ccc(Cl)cc1 | 1 | 2 | 14 | 5 | -6 | -8 | 8 | 3 | 12 | 4 | -11 |
| CCC(=O)N1CCN(c2ccc(NC(=S)NC(=O)c3cc4ccccc4o3)cc2)CC1 | -4 | 1 | -1 | 0 | 1 | -9 | 18 | -10 | 13 | 19 | 61* |
| COc1cccc(NC(=O)C(=O)NCC2CCCN2S(=O)(=O)c2ccccc2)c1 (stereo unspecified) | -1 | -1 | -27 | -5 | -71 | 9 | -38 | -14 | -82 | -42 | -49 |
| Nc1nc(F)cc(NCc2ccccc2)n1 | -6 | 2 | -10 | -2 | -9 | 5 | -1 | -2 | 4 | -7 | -12 |
| O=C(NCc1ccccc1)c1cccc(COc2ccc3c(c2)CCC3)c1 | 3 | 3 | -67 | 1 | -148 | -9 | 3 | -39 | -260 | -89 | -54 |
| COc1ccc(C2CC(=O)c3cnc(N)nc3C2)c(OC)c1 (stereo unspecified) | 6 | -1 | 9 | -4 | 3 | 7 | -14 | 2 | -9 | 0 | 1 |
| Oc1ccc2c(c1)C1CCCC1(N1CCOCC1)O2 (stereo unspecified) | -33 | 3 | -5 | -1 | 2 | -2 | -1 | -9 | 2 | 11 | 6 |
| S=c1[nH]nc2ccccn12 | 3 | -1 | -30 | 1 | 11 | -5 | 15 | -5 | 8 | -8 | -4 |
| O=C(/C=C/c1ccc(Cl)c([N+](=O)[O-])c1)c1cccnc1 | -9 | 4 | -34 | 2 | 1 | 7 | -7 | -11 | 11 | -24 | 65* |
| COc1ccc(C)cc1S(=O)(=O)N1CCCC(N2CCN(c3ccccc3)CC2)C1 (stereo unspecified) | -1 | -7 | -29 | -2 | 25 | -4 | 21 | 13 | 7 | 4 | 6 |
| CCOC(=O)c1cnn(-c2ccccc2)c1NC(=O)CN1CCCCC1 | -10 | -9 | 11 | 0 | -4 | -1 | -1 | 4 | 4 | 12 | -12 |
| ONC(=Nc1ccc(Cl)cc1)c1ccccc1 | -6 | 8 | -26 | 2 | -12 | 0 | 2 | 3 | 2 | -13 | -20 |
| COc1ccc(CN2C(=O)c3cccnc3C2=O)cc1S(=O)(=O)N(C)Cc1ccco1 | -6 | 2 | -33 | 0 | 9 | -2 | -2 | 3 | 10 | 10 | 1 |
| CC1CN(c2nc3ccccc3nc2C(C#N)C(=O)OC2CCCCC2)CC(C)O1 (stereo unspecified) | 0 | -1 | 9 | -2 | -2 | -1 | -5 | 12 | -40 | 20 | 7 |
| CCCCOc1ccc(N(CC(=O)NCC2CCCO2)C(=O)CCC(=O)Nc2cc(C)ccn2)cc1 (stereo unspecified) | 2 | 9 | 15 | 3 | 11 | 3 | 6 | 2 | 3 | -12 | 0 |
| COc1ccc(NC(=O)NNC(=O)COc2ccc3ccccc3c2)cc1 | 5 | 5 | -6 | -2 | -19 | 5 | -1 | 1 | -9 | 16 | -7 |
| CC(=NNC(=O)c1ccc(NS(=O)(=O)c2ccc(Br)cc2)cc1)c1cccnc1 | -2 | 4 | -8 | -6 | -29 | -5 | 3 | -7 | -11 | -24 | -14 |
| Cc1ccc(-c2cc3ccccc3nc2N)cc1 | 1 | 11 | -25 | -15 | -100 | -2 | 7 | -8 | -72 | -79 | -3 |
| CC1CCC(NC(=O)CCS(=O)(=O)c2ccc3c(c2)CCN3C(=O)C2CC2)CC1 (stereo unspecified) | -2 | -3 | -11 | -4 | 6 | 5 | 16 | 9 | -11 | -7 | 13 |
| O=C(NC1CCCCC1)C1c2ccccc2OCC(=O)N1CCCN1CCOCC1 (stereo unspecified) | 3 | / | -20 | 4 | / | 3 | 2 | 0 | 4 | / | 1 |
| COCC(C)Nc1ccc(S(=O)(=O)N2CCCC2)cc1[N+](=O)[O-] (stereo unspecified) | -6 | 2 | -26 | 13 | -8 | 2 | 7 | 4 | 1 | 8 | 5 |
